# Cycloheximide cs – counter-screen hit for Shiga toxin inhibitors, cycloheximide. cell reporter, cycloheximide protein synthesis inhibition counterscreen. max response, %. 300,000 tested, 12% active. AID 2314; in the data active means max response mostly above about 13%, no sharp cut-off; inactive means mostly below about 14%; further: read at 38.3 µM for the half of the compounds with a filed dose; 0% is about no effect
# Shiga toxin inh – Shiga toxin inhibition; Vero cells, Shiga toxin protein synthesis inhibition reporter; inhibition, % at 38.7 µM; 290,000 tested, 9.2% active; AID 2315; in the data active means inhibition mostly above about 28%, no sharp cut-off; inactive means mostly below about 43%; further: 0% is about no effect
# Tb PYK inh – T. brucei pyruvate kinase inhibition. TbPYK enzyme, Kinase-Glo Plus ATP luminescence, 45 min. Potency, µM (titrated, usually from 76.8 µM), for inactives: at the top dose activity, negative = inhibition, actives largely listed as inhibitors. 410,000 tested, 0.12% active; further: potency means the concentration at half of the fitted maximal effect; on the % scale 0 is the no-effect control and ±100 the full control effect; nearly all actives have a fitted effect of over 50% in size
#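 Quantitative HTS: titrated library compounds versus trypanosomal pyruvate kinase in TEA buffer (pH 7.2) containing KCl, MgCl2, BSA and Tween-20. Reactions were initiated with ADP, 130 uM final. Kinase-Glo Plus luminescence was read after 45 min at RT.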
# Pf growth 48h – inhibits P. falciparum growth in the first generation, 48 h. Potency, µM (top dose mostly 28.7 µM), for inactives: at the top dose activity change, negative = inhibition, most hits filed as inhibitors. 310,000 tested, 5.9% active. P. falciparum luciferase growth in erythrocytes, 48 h; further: potency means the concentration at half of the fitted maximal effect; on the % scale 0 is the no-effect control and ±100 the full control effect
#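 In quantitative HTS format, infected erythrocytes bearing luciferase-reporter parasites were treated for a single generation at 37 C. Luminescence after adding detection reagent served as the growth measure.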
# LmPK inhibitor – blocks Leishmania mexicana pyruvate kinase activity | Q27686 | purified LmPK, Kinase-Glo ATP luminescence, 1 h | Potency, µM (highest dose often 57.5 µM), for the others: at the top dose activity change, negative = inhibition, most hits filed as inhibitors | 290,000 tested, 0.37% active | AID 1721; further: potency means the concentration at half of the fitted maximal effect; on the % scale 0 is the no-effect control and ±100 the full control effect
# Target sequence (Q27686 whole entry, looked up): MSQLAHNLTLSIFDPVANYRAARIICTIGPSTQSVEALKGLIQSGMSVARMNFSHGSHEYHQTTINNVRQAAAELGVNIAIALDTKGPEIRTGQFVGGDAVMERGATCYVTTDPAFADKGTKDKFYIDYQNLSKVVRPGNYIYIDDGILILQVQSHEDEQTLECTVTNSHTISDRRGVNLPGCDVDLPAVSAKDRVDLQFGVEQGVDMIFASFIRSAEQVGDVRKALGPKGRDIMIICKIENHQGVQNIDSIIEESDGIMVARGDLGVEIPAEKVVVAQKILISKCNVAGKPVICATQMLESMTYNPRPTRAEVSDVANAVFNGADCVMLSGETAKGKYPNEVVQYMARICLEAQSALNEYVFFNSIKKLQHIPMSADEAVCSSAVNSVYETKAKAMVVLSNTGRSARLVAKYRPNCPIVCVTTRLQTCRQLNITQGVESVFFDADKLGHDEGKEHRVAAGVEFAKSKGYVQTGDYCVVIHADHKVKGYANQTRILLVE
#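 Kinase-Glo luminescence read after 1 h RT reaction of 0.1 nM LmPK with 0.5 mM PEP and 0.1 mM ADP. Activity scaled between uninhibited and enzyme-free controls.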
# HCV inh – HCV inhibition | Huh7.5.1 HCVcc-Cre infection, luciferase reporter, 44 h | Potency, µM (highest dose often 41.8 µM), for the others: at the highest dose activity change, negative = inhibition, hits mostly inhibitors | 340,000 tested, 3.4% active; further: potency means the concentration at half of the fitted maximal effect; on the % scale 0 is the no-effect control and ±100 the full control effect
#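 Seed cells (1,000/well) for 4 h; treat with compound and infect with HCVcc-Cre, moi about 0.5. Incubate 44 h, then detect luciferase activity.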
# Pf growth 96h – inhibits malaria parasite growth, 96 h; P. falciparum luciferase reporter growth, 96 h; Potency, µM (doses to about 28.7 µM), for the others: top-dose activity change, negative = inhibition, actives largely listed as inhibitors; 320,000 tested, 6.9% active; AID 504834; further: potency means the concentration at half of the fitted maximal effect; on the % scale 0 is the no-effect control and ±100 the full control effect
#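 Erythrocytes infected with luciferase-expressing P. falciparum were dispensed at 2% hematocrit and 0.05% parasitemia (final), then incubated with compounds 96 hours at 37 C in 5% CO2. Luminescence after detection reagent addition reported growth.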
# * hit, by the source's call; u = inconclusive; x = no result given; & = joins results of further samples; [ ] = another dose, or the depositor's remark. Unless noted, the call rests on the fitted dose curve; in most records, active means well fitted curve in the direction sought with a large enough effect; inconclusive means small, poorly fitted or top-dose-only effect, or another doubt; inactive means no such curve, though single readings can be large; an effect the other way counts as inactive or inconclusive.
SMILES,Cycloheximide cs,Shiga toxin inh,Tb PYK inh,Pf growth 48h,LmPK inhibitor,HCV inh,Pf growth 96h
CN1CCN(c2ccc([N+](=O)[O-])cc2C(=O)c2ccc(Cl)cc2)CC1,-2,-10,1%,u,3%,u,16%
COc1ccc(C2(O)C(=O)Nc3ccccc32)cc1 (configuration not stated),-3,-11,-1%,-1%,0%,-1%,u
COc1cc(NS(=O)(=O)c2ccc3c(c2)n(C)c(=O)n3C)cc(OC)c1,-3,-5,4%,x,4%,2%,-6%
CCN(CC)S(=O)(=O)c1ccc(OCC(=O)NC(=O)Cc2ccccc2)c([N+](=O)[O-])c1,x,x,-6%,3%,x,11%,u
CN(C)S(=O)(=O)c1cc(NC(=O)CSc2nn(-c3ccc(Cl)cc3)c(=S)s2)ccc1Cl,-2,12,-5%,u,-2%,6.3µM*,u
NC(=O)CSc1nnc(-c2ccncc2)n1-c1ccc(Cl)cc1,-4,-2,-4%,1%,3%,6%,-1%
CC(NC(=O)CCNC(=O)c1ccco1)c1ccc(F)cc1 (configuration not stated),1,-11,0%,-6%,-1%,9%,56%[activator]
COc1cc(OC)c2c(c1)OCC1CON(C)C21 (configuration not stated),7,-3,0%,-4%,-2%,-3%,u
Nc1ccc2nc(-c3cccnc3)[nH]c2c1,15*,13,1%,u,-22%,11%,-16%
COc1ccc(N(C)S(=O)(=O)c2cccc(C(=O)Nc3nc4ccccc4[nH]3)c2)cc1,12,48,-2%,u,3%,u,u
CC(=O)c1c(C)c(C)c2n1CCn1c(C)ccc1-2,-3,-1,-4%,u,5%,u,u
CC1CCN(C(=O)C2CCN(S(=O)(=O)c3ccc(-n4cnnn4)cc3)CC2)CC1,-4,-3,-1%,-1%,0%,0%,3.7µM*
COCCNc1nc(Cl)c(C#N)s1,1,-2,-5%,16%,1%,-11%,10%
COc1cc(OC)c(NC(=O)CCNC(=O)Cn2cnc3ccccc3c2=O)cc1Cl,1,-1,-30%,0%,-1%,u,-28%
CN(C)C1(CNC(=O)c2cccc(S(=O)(=O)NCc3ccccc3)c2)CCCCC1,x,x,6%,u,x,3%,u
CCn1c(SCC(=O)NCCc2ccc(F)cc2)nnc1-c1cccs1,-2,-12,0%,13%,3%,-14%,-10%
O=C(NCc1ccco1)c1cnn2c(C(F)(F)F)cc(-c3ccco3)nc12,-3,-6,-8%,x,-2%,-25%,1.7µM*
CC(C)c1cccc(C(C)C)c1NC(=O)CNCC(O)c1ccccc1 (configuration not stated),-4,-6,6%,x,-15%,3%,u
O=S(=O)(c1ccc2c(c1)oc1ccccc12)N1CCOCC1,1,-7,-3%,13µM*,1%,u,20%
O=C(Cc1cccc2ccccc12)Nc1ccc(Br)cc1C(=O)O,-4,x,4%,33%[activator],-1%,1%,21%
CCOc1cc(N2CCOCC2)c(OCC)cc1NC(=O)c1ccc2ncsc2c1,x,x,-15%,6%,x,-9%,-26%
CCOC(=O)CSc1nc2cc3c(cc2cc1C#N)OCCO3,33*,91*,2%,95%[activator],5%,-27%,15%
CN(C(=O)Nc1ccc(Cl)cc1)n1cnc2ccccc2c1=O,3,18,0%,u,1%,-11%,u
CC(Oc1ccc2ccc(=O)oc2c1)C(=O)NCCCn1ccnc1 (configuration not stated),-3,-4,-4%,0%,-1%,6%,30%[activator]
COc1ccc(Cc2nc(C(=O)Nc3ccc(Cl)cc3)cs2)cc1,1,-12,-1%,18%,2%,u,x

# Four successive compounds from above, quoted:
SMILES,Cycloheximide cs,Shiga toxin inh,Tb PYK inh,Pf growth 48h,LmPK inhibitor,HCV inh,Pf growth 96h
CN1CCN(c2ccc([N+](=O)[O-])cc2C(=O)c2ccc(Cl)cc2)CC1,-2,-10,1%,u,3%,u,16%
COc1ccc(C2(O)C(=O)Nc3ccccc32)cc1 (configuration not stated),-3,-11,-1%,-1%,0%,-1%,u
COc1cc(NS(=O)(=O)c2ccc3c(c2)n(C)c(=O)n3C)cc(OC)c1,-3,-5,4%,x,4%,2%,-6%
CCN(CC)S(=O)(=O)c1ccc(OCC(=O)NC(=O)Cc2ccccc2)c([N+](=O)[O-])c1,x,x,-6%,3%,x,11%,u

# Among those listed so far, these have a furan ring, fused or not.
SMILES,Cycloheximide cs,Shiga toxin inh,Tb PYK inh,Pf growth 48h,LmPK inhibitor,HCV inh,Pf growth 96h
CC(NC(=O)CCNC(=O)c1ccco1)c1ccc(F)cc1 (configuration not stated),1,-11,0%,-6%,-1%,9%,56%[activator]
O=C(NCc1ccco1)c1cnn2c(C(F)(F)F)cc(-c3ccco3)nc12,-3,-6,-8%,x,-2%,-25%,1.7µM*
O=S(=O)(c1ccc2c(c1)oc1ccccc12)N1CCOCC1,1,-7,-3%,13µM*,1%,u,20%

# Additional records
SMILES,Cycloheximide cs,Shiga toxin inh,Tb PYK inh,Pf growth 48h,LmPK inhibitor,HCV inh,Pf growth 96h
CCC(=O)NC(=S)Nc1cccc(NC(=O)c2ccccc2C)c1,-3,20,-8%,-7%,0%,-13%,18%
Cc1ccc(N=Nc2ccc(O)c3ncccc23)cc1C,28*,100*,-2%,u,0%,u,u
Cc1ccc(S(=O)(=O)N(CC(=O)Nc2ccccc2C(=O)O)c2ccc(Cl)cc2)cc1,-2,-9,0%,-9%,1%,u,210%[activator]
C=CCn1c(SCC(=O)Nc2cc(C)nn2-c2ccccc2)nnc1C1CCCCC1,14,-12,-1%,-15%,0%,u,12µM*
C=CCN(c1ccc(F)cc1)S(=O)(=O)c1cc(C(=O)NC2CCC(O)CC2)ccc1Cl (configuration not stated),x,x,1%,u,x,u,5.2µM*
Cc1ccc(OC(=O)c2ccccc2P(=O)(O)O)cc1,-4,-5,0%,x,4%,13%,-10%
O=C(OC(C(=O)NCc1ccccc1)c1ccccc1F)c1ccco1 (configuration not stated),-3,22,-7%,35%[activator],-3%,16%,-3%
CSCC(=O)N1CCCC(CO)(Cc2ccccc2C)C1 (configuration not stated),-1,-11,-2%,30%[activator],5%,7%,u
CC1CCCCC12NC(=O)N(CC(=O)Nc1ccc(N3CCOCC3)cc1)C2=O (configuration not stated),1,-16,3%,12%,0%,0%,40%[activator]
Cc1ccc(NC(=O)CC(N)=S)cc1,-3,-17,-7%,-10%,-3%,9%,-5%
CC(C)(C)c1ccc(Cn2cnc(-c3ccc([N+](=O)[O-])cc3)c2)cc1,40*,54*,4%,67%[activator],2%,u,u
COc1cc(C(CCN2CCCC2)c2c(OC)cc(OC)c3c(C)cc(=O)oc23)cc(OC)c1OC (configuration not stated),-2&-6,16&-10,-4%,7.4µM*,-2%,10µM*,9.3µM*
CC1CCCCC1NC(=O)COC(=O)c1ccc(S(=O)(=O)N2CCOCC2)cc1 (configuration not stated),-2,7,1%,31%[activator],0%,14%,13%
CCn1c(C)nc([N+](=O)[O-])c1C(=O)O,10,-12,-3%,16%,4%[11.5 µM],13%,-24%
COc1ccc(N2CCN(Cc3nc(N)nc(N4CCCc5ccccc54)n3)CC2)cc1,1,-19,-3%,1%,6%,-13%,111%[activator]
O=C(NC1CCCCC1)c1ccc(CNc2c(N3CCOCC3)c(=O)c2=O)cc1,-3,4,-2%,x,0%,-8%,22%
Cc1ccc(Cl)c(OCC(=O)NCC(c2cccs2)N2CCOCC2)c1 (configuration not stated),x,x,6%,u,x,13µM*,u
O=C(Nc1cc(Cl)ccc1Oc1ccccc1)c1ccc(F)cc1,4,2,12%,-20%,-5%,-13%,15%
Cn1c(=O)[nH]c(=O)c2c1nc(SCC(=O)O)n2Cc1ccccc1,-5,-6,u,13%,2%,10%,9%
Cc1ccc(S(=O)(=O)N(C)c2ccc(OCC(=O)Nc3cccc(-n4cnnn4)c3C)cc2)cc1,-1,-5,1%,u,3%,u,-22%
COc1ccc(N2CCN(C(=O)CSc3nnc4ncccn34)CC2)cc1,-1,-8,-25%,-11%,1%,u,u
COc1cc(OC)cc(C(=O)N[C@H](C(=O)NCc2cccs2)C(C)C)c1,0,22,-1%,-22%,1%,-23%,-12%
COc1ccccc1CNC(=O)CCNS(=O)(=O)c1cc(Br)cnc1N,-3,-2,-17%,-9%,0%,1%,25%
CC(/C=C/c1ccccc1)=N/O,19*,22,-4%,39%[activator],-7%,10%,54%[activator]
CCC(C)N(C)C(=O)c1cc2ccccc2c(-c2ccccc2Cl)n1 (configuration not stated),2,-11,0%&-7%,u,-1%,17%,-28%

# Next structures:
SMILES,Cycloheximide cs,Shiga toxin inh,Tb PYK inh,Pf growth 48h,LmPK inhibitor,HCV inh,Pf growth 96h
Cc1nn(-c2ccccc2)c(Cl)c1C(=O)Nc1ccc(N2CCOCC2)cc1,-3,-6,3%,-13%,2%,21%,-8%
COc1ccc(CCNC(=O)c2cnc3n(c2=O)CCS3)cc1OC,2,-3,2%,-18%,-1%,6%,3%
CCOC(=O)c1c(-c2ccccc2)csc1NC(=O)/C(C#N)=C/c1ccc(O)c(OC)c1,0,2,-2%,u,1%,-20%,u
Cc1ccc(Cn2ccc(NC(=O)c3cc(-c4ccccc4)on3)n2)cc1,-2,31,5%,9.3µM*,-17%,-2%,x
COc1ccc(CCNC(=O)c2ccc3c(c2)S(=O)(=O)N=C2CCCCCN23)cc1,x,x,-7%,u,x,-28%,u
CCOc1cc(/C=N/Nc2cccc(C(=O)O)c2)ccc1OC(=O)c1ccccc1,61*,186*,-3%,129%[activator],3%,2%,48%[activator]
O=C(/C=C/c1ccccc1)NCC1(c2ccccc2)CCOCC1,0,9,3%,u,7%,9%,u
Cc1ccc2[nH]c(=O)c(CN(CCN3CCOCC3)C(=O)Nc3ccc(F)cc3)cc2c1,-2,-8,7%,-26%,-7%,5%,x
COc1ccc(-n2ncc(C(C)NS(=O)(=O)c3ccc(C(C)=O)cc3)c2C)cc1 (configuration not stated),-1,46,4%,-6%,-2%,x,33%[activator]
CN1/C(=C/C(=S)NC(=O)C2(C)CC2(Cl)Cl)C(C)(C)c2ccccc21 (configuration not stated),18,27,-4%,u,-1%,u,u
Cc1sc(NC(=O)CN2C(=O)NC3(CCCC3)C2=O)nc1-c1ccc(F)cc1,x,x,-2%,-10%,x,u,0%
CCOC(=O)CSc1nc(C)c(Oc2ccc(Cl)cc2Cl)c(=O)[nH]1,-1,-13,-9%,4%,13%,17%,23%
COc1ccc(NC(=O)c2cccc(OC(=S)N3CCOCC3)c2)cc1,6,21,-1%,u,-6%,u,49%[activator]
Cc1ccc(S(=O)(=O)N(C)c2ccc(OCC(=O)NCc3ccco3)cc2)cc1,-1,-17,x,-11%,4%,-2%,x

# Bioassay records as filed in PubChem BioAssay.
